TLR9-MyD88 inh: inhibitors of human TLR9-MyD88 binding; Q9NR96+Q99836; actives 0.21% (n = 340,000); inhibition, % at 4.98 µM; CHO BLA complementation TLR9-MyD88, CCF4 FRET ratio;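 active means inhibition above the mean over all tested compounds plus 3 SD, cut at about 21% in these data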;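 further: 0% = DMSO only wells and 100% = clavulanate BLA inhibitor control wells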
NCOA1 inh: inhibits human SRC1 coactivator; Q15788; HEK293 GAL4-SRC1 luciferase reporter, luminescence; inhibition, % at 3.6 µM; actives 0.12% (n = 360,000);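 active means inhibition above the campaign mean plus 3 SD, with each screening campaign given its own cutoff, cut at about 60% in these data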;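 further: 0% = DMSO treated cells and 100% = gossypol at 36 µM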
NCOA3 inh: inhibits human SRC3 coactivator | actives 0.17% (n = 360,000) | inhibition, % at 3.6 µM | HEK293 GAL4-SRC3 luciferase reporter, luminescence | Q9Y6Q9;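 active means inhibition above a per-campaign cutoff, the mean of all compounds plus 3 SD, cut at about 60% in these data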;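 further: 0% = DMSO-treated cells and 100% = gossypol-treated cells at 36 µM; higher means less SRC3-driven luciferase light from the GAL4 reporter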
NOD2-RIPK2 inh: inhibitors of human NOD2-RIPK2 interaction; O43353; CHO BLA complementation NOD2-RIPK2, CCF4 ratio; inhibition, % at 4.98 µM; actives 0.38% (n = 360,000); AID 624267; in the data active means inhibition above about 21%;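 further: 0% = vehicle only and 100% = reference blocker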
LRH-1 inv ag: inverse agonists of human LRH-1 (NR5A2). O00482. HEK293T StAR-luciferase reporter, LRH-1 transfected, 24 h. inhibition, % at 3.6 µM. actives 0.13% (n = 360,000);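 active means inhibition above the mean inhibition of all tested compounds plus 3 SD, cut at about 73% in these data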;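 further: 0% = DMSO wells and 100% = reporter-only cells lacking LRH-1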
Target sequence (O00482 whole entry, looked up): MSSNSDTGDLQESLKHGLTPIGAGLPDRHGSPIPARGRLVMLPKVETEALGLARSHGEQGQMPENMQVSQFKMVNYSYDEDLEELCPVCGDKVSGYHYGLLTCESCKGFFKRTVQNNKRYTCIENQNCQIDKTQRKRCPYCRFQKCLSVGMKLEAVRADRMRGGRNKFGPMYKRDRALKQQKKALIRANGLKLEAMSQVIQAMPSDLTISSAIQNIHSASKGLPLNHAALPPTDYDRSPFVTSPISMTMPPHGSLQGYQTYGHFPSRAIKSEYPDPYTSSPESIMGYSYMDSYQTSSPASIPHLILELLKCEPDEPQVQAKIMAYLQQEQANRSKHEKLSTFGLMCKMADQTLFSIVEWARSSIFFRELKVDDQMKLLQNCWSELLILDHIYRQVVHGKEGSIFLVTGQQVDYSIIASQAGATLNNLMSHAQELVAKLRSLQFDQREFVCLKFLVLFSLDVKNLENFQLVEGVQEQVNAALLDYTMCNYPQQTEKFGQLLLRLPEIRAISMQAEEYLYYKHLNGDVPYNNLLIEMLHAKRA
ABHD5-PLIN5 inh: blocks binding of human ABHD5 to perilipin-5; inhibition, % at 4 µM; Q00G26+Q8WTS1; AID 602281; actives 0.78% (n = 360,000); Split G. princeps luciferase complementation, luminescence, 4 h;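 active means inhibition above the mean inhibition across every tested compound plus 3 SD, cut at about 22% in these data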;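 further: 0% = DMSO only wells and the 100% control is not disclosed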
MC4R barr agon: human MC4R agonism via beta-arrestin; AID 540308; P32245; actives 0.98% (n = 360,000); U2OS MC4R beta-arrestin complementation, luminescence; percent of melanotan II response, DMSO zero; activation, % at 8.9 µM;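 active means activation above a per-plate cutoff, the mean activation of sample wells on that plate plus 3 SD, cut at about 8% in these data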
SRC2 inh: human SRC2 (NCOA2) inhibition | HEK293 GAL4-SRC2 luciferase reporter, luminescence | AID 651957 | inhibition, % at 9 µM | actives 0.17% (n = 370,000);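 active means inhibition above the mean inhibition of all tested compounds plus 3 SD, set per campaign, cut at about 52% in these data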;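 further: 0% = DMSO treated cells and 100% = cells given Gossypol at 36 µM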
COUP-TFII inh: inhibitors of human COUP-TFII (NR2F2). P24468. HEK293T NGFI-A luciferase reporter, luminescence. inhibition, % at 8.6 µM. actives 0.7% (n = 370,000);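 active means inhibition above a per-plate cutoff, mean inhibition of test wells between control levels plus 3 SD, cut at about 38% in these data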;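 further: cells cotransfected with COUP-TFII expression vector driving the NGFI-A reporter; 0% = median of COUP-TF2 test wells and 100% = reporter-only cells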
Target sequence (P24468 whole entry, looked up): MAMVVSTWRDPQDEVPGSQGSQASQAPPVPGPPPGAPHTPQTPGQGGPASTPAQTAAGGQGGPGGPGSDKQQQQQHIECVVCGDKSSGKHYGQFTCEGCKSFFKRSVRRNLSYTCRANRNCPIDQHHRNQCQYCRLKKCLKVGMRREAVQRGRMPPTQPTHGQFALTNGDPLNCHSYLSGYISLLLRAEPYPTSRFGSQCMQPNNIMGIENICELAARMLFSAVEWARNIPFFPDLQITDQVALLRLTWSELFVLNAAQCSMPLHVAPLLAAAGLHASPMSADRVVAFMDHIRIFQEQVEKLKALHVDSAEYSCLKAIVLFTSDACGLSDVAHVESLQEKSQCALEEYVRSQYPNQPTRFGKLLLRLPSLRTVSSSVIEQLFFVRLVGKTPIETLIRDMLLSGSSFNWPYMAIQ
MC4R antag cAMP: blocks human MC4R cAMP signaling; P32245; MC4R-expressing cells, MTII-stimulated cAMP, LANCE TR-FRET; inhibition, % at 6.5 µM; actives 0.48% (n = 360,000);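 active means inhibition above its plate's cutoff, the mean of tested wells on that plate plus 3 SD, cut at about 29% in these data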;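 further: 0% = Melanotan II alone and 100% = Melanotan II plus saturating MCL0020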
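System: U2OS cells stably expressing human melanocortin 4 receptor (MC4R). Reagent: Melanotan II challenge after compound preincubation. Doses: 6.5 µM. Times: 30-min compound, 1-h challenge, 1-h detection, room temperature. Measured by: TR-FRET with Eu-cAMP and labeled anti-cAMP, 671 nm. Replicates: singlicate.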
LMP1 NFkB inh: reduces LMP1-driven NF-kappaB luciferase signal. LMP1-induced NF-kappaB luciferase reporter cells, luminescence. inhibition, % at 12.5 µM. actives 0.69% (n = 350,000); in the data active means inhibition above about 41%;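 further: 0% = neutral control wells and 100% = reference inhibitor control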
* marks the source's active call; other numbers are inactive results; x = no result given. This is a subset, so the mix of outcomes need not match the whole.

Structure,TLR9-MyD88 inh,NCOA1 inh,NCOA3 inh,NOD2-RIPK2 inh,LRH-1 inv ag,ABHD5-PLIN5 inh,MC4R barr agon,SRC2 inh,COUP-TFII inh,MC4R antag cAMP,LMP1 NFkB inh
CC(C)n1c(NCc2c[nH]c3ccccc23)nc2ccccc21,-0.9,-2.3,1.6,2.4,-9.2,0.9,2.8,-12.4,5.3,19.2,2.2
O=C(Nc1cccc(S(=O)(=O)NC2=NCCC2)c1)C1CC(=O)N(c2ccc3c(c2)OCCO3)C1 (stereo unspecified),3.3,14.5,29.5,-2.3,11.1,5.1,-0.5,-51.5,24.2,-4.2,5.0
O=C1/C(=C\c2cccnc2)CCc2ccccc21,1.6,-29.3,-44.8,-5.7,-57.4,14.1,-1.2,25.6,-16.1,20.5,-2.8
CCOC(=O)C1=C(C)C(c2ccccc2O)NC(=O)N1 (stereo unspecified),-1.0,11.9,7.5,-8.9,-10.3,-4.2,-1.7,11.7,4.6,4.9,-9.8
O=C(CNC(=O)c1cccs1)NCCN1CCN(c2ccccc2F)CC1,-1.8,-3.5,15.6,-2.1,15.1,-4.2,-0.3,-12.7,-7.3,-0.4,1.8
CC(=O)Nc1cccc(C(=O)NC2CCCc3c2cnn3-c2cc(C)cc(C)c2)c1 (stereo unspecified),-2.7,-15.4,2.0,-8.5,-40.4,10.5,-2.0,-24.3,2.9,1.8,-2.7
Cn1c(=O)c2c(n(C)c1=O)n(C)c(=O)n2C,x,-8.1,17.1,-9.4,3.7,1.5,-0.6,19.9,8.0,-1.7,x
Cc1oc2c(CN3CCOCC3)c(O)ccc2c(=O)c1-c1ccc(Br)cc1,-6.9,-25.6,7.7,-12.9,14.6,-1.3,-1.6,5.9,-3.8,6.2,-11.4
Cc1ccc(CN(C)C(=O)c2c(C)nn(-c3ccccc3)c2C)cc1,7.3,-3.5,-6.8,-6.3,-0.9,2.9,-0.1,-9.3,17.4,3.2,0.1
Cc1ccc(S(=O)(=O)Nc2cccc(Oc3cnccn3)c2)cc1,x,3.0,10.7,-4.1,-0.4,-11.1,2.1,8.4,8.8,11.8,-12.8
NC(=O)CC[C@@H]1NC(=O)[C@H](CO)NC(=O)c2cc([N+](=O)[O-])cc(I)c2NCC[C@@H](C(N)=O)NC1=O,-7.3,3.9,-29.1,0.6,-13.5,10.9,-0.4,0.1,3.0,11.9,-4.9
CC1CN(C(=S)Nc2cccc(Cl)c2Cl)CC(C)O1 (stereo unspecified),0.1,-4.0,-1.0,-7.1,1.6,-2.6,-0.9,2.9,-6.5,3.4,-0.5
Cc1nnc(NC(=O)CSc2nnc3scc(-c4ccc(C)c(C)c4)n23)s1,4.6,-73.1,2.5,-4.1,-8.3,5.8,-0.7,-5.7,-3.5,9.3,-5.7
CCOc1cc(C2C3=C(CC(C)(C)CC3=O)N(CCCOC)C3=C2C(=O)CC(C)(C)C3)ccc1O,0.9,3.0,-8.6,-7.6,8.3,-5.5,0.8,-0.9,-20.8,-0.1,11.8
O=S(=O)(Cc1ccccc1)c1ccccc1-c1nnc(-c2ccccc2)o1,1.5,-2.2,-5.9,1.4,10.9,-1.7,2.7,-13.0,12.4,-14.9,5.0
COc1cccc(/C(O)=C2\C(=O)C(=O)N(c3ccccn3)C2c2ccccc2OC)c1 (stereo unspecified),1.6,0.3,-4.2,-3.2,-14.2,-4.9,-1.0,15.2,11.9,2.2,-1.8
CCCc1cc(=O)[nH]c(SCC(=O)Nc2ccc(OC)c(S(=O)(=O)N3CCCCC3)c2)n1,-8.9,-9.0,20.8,1.0,-15.4,4.9,-1.1,1.2,3.2,2.0,1.7
CCn1c(=O)c2c(O)cc(=O)oc2c2ccccc21,4.0,0.2,12.8,-3.1,14.9,2.6,-0.4,-7.0,5.8,5.0,7.0
CN(C)CCNC(=O)c1cccc(-c2cnc3c(NC=O)cc(/C=C/c4ccccc4)cn23)c1,x,3.2,7.1,8.3,-27.7,12.7,17.2*,-14.3,-10.5,-5.1,x
COc1ccc(NC(=O)CSc2nnc(-c3ccccn3)n2N)cc1Cl,3.3,10.5,-2.3,-5.8,52.2,1.1,0.1,10.0,-9.1,4.6,6.9
CC1CCN(C(=O)c2ccc(CS(=O)(=O)Cc3ccccc3)cc2)CC1,-6.8,-8.2,20.1,4.7,-0.2,2.6,0.0,18.8,7.3,14.9,14.2
O=[N+]([O-])c1nn(-c2ccc3c(c2)OCCO3)n(O)c1=NCc1ccc(F)cc1Cl,7.9,-96.3,-79.1,-8.2,-97.8,2.4,0.1,-20.4,-49.0,5.2,-32.8
Cc1ccccc1OCC(=O)N/N=C/c1ccc(Sc2nc3ccccc3s2)o1,-2.6,-6.5,16.3,0.5,1.4,-5.7,-1.0,4.5,12.7,-1.0,-15.7
CCOC(=O)c1sc2nc(C)nc(NCc3ccccc3)c2c1C,-15.4,-59.6,-20.1,-3.1,1.1,-4.0,1.2,0.8,-14.8,6.2,51.6*
COc1ccc(CN(CCC(c2ccccc2)c2ccco2)C(=O)c2ccco2)cc1 (stereo unspecified),3.8,6.8,14.0,-8.7,-8.2,11.0,-2.3,26.9,13.4,15.5,4.9
CN(CC(=O)Nc1ccc(Cl)c(Cl)c1)C1CCCCC1,-0.3,15.9,5.5,2.9,-22.4,-2.0,7.3,-34.6,17.0,3.0,-6.0
COc1ccc(CC(=O)Nc2cccc3ncccc23)cc1OC,3.8,13.0,12.0,-0.6,16.5,-0.3,-2.1,8.7,-14.2,10.6,12.2
CCn1cc(S(=O)(=O)Nc2nc3ccc(OC)cc3s2)cn1,-7.0,-45.2,8.5,-12.7,5.0,-3.8,0.2,6.4,-22.1,2.6,-4.3
COC(=O)c1cc(S(=O)(=O)NCC2CCN(Cc3cc(C)ccc3C)CC2)cn1C,7.8,6.0,14.2,-5.1,19.5,6.1,-2.5,-5.3,-1.8,7.5,-0.3
COc1cc2c(cc1OC)C(C)N(CCc1ccc(Cl)cc1)CC2 (stereo unspecified),x,-10.2,4.0,0.1,12.6,24.0*,-0.3,16.8,-11.2,11.6,x
Cc1ccc(S(=O)(=O)N2CCN(c3ccccc3)CC2)s1,7.1,3.6,25.0,-4.4,5.7,1.3,-2.0,5.2,15.7,3.8,0.2
O=C(NCCOc1ccccc1)C1=CC=CN2CCS(=O)(=O)N=C12,2.6,1.2,2.9,7.4,2.4,-0.8,-1.3,-15.8,-6.6,1.8,1.5
CC(=O)N1c2ccc(S(=O)(=O)N3CCC(C(=O)N4CC(C)CC(C)C4)CC3)cc2CC1C (stereo unspecified),-4.5,-23.1,15.0,-16.2,16.7,-0.9,-1.9,-1.8,3.8,0.7,6.4
CCc1ccc2c(c1)NC(=O)C2(C)Cc1ccc(Cl)cc1 (stereo unspecified),x,-8.2,-19.0,-5.9,23.4,3.9,0.6,-4.4,-12.0,-0.9,x
O=C(NCc1cccc(C(F)(F)F)c1)c1cccc(S(=O)(=O)N2CCN(Cc3ccccc3)CC2)c1,-4.3,-10.8,13.3,-2.2,12.3,0.9,-1.0,-20.6,-3.7,0.7,12.7
O=C(c1ccc(S(=O)(=O)NCC2CCCO2)cc1)N1CCN(c2ccccc2F)CC1 (stereo unspecified),4.0,9.7,15.8,-2.4,8.1,-2.4,-1.4,-0.1,-3.0,12.1,1.7
O=C(O)C1CCCNC1 (stereo unspecified),x,-10.6,3.3,-14.1,-4.3,3.2,-0.2,x,x,17.5,x
NC(=O)c1ccc(Nc2nnc(-c3ccc(O)cc3)c3ccccc23)cc1,-20.5,-45.0,4.5,-5.6,8.2,4.3,0.2,25.6,13.3,-3.5,6.7
COCCn1nnnc1C(c1cc2cc(C)ccc2[nH]c1=O)N1CCN(C2CCCCC2)CC1 (stereo unspecified),-7.6,-59.3,-10.0,-9.7,-22.2,12.4,-1.3,-19.4,3.3,10.3,-30.5
CCOCCCNC(=O)C(NC(=O)c1ccc2c(c1)OCO2)c1ccccc1 (stereo unspecified),-4.2,13.8,5.0,7.3,9.8,2.2,-1.6,0.4,-1.2,0.7,2.1
COc1ccc(NC(=O)COc2cccc3c2CCN(C)C3=O)c(OC)c1,-10.0,-2.6,2.6,-1.5,42.6,-8.9,-2.1,-25.5,-20.6,5.8,1.2
O=c1c2ccccc2nnn1Cc1ccccc1,5.3,-23.6,9.8,-1.7,-0.2,0.2,-2.3,-2.7,0.1,1.1,-3.9
CC(=O)NC(=S)Nc1ccc(NC(=S)NC(=O)/C=C/c2ccco2)cc1,-0.6,6.1,8.8,-7.7,15.5,1.7,-1.1,-29.5,-10.4,1.5,-8.4
Cc1c(C(c2cc3c(cc2Br)OCO3)c2c(C)n(C)n(-c3ccccc3)c2=O)c(=O)n(-c2ccccc2)n1C,4.5,9.7,0.1,-3.9,27.0,-2.7,-1.9,-26.7,8.7,6.4,12.2
COC(=O)C1=C(C)N(Cc2ccccc2)C(=NCCc2c[nH]c3ccccc23)N[C@H]1c1cccc(F)c1,-5.8,-4.9,2.3,4.0,8.8,9.2,8.2*,-0.1,-13.6,1.0,-0.9

Brought forward from above: 2 compounds, followed by the next part.
Structure,TLR9-MyD88 inh,NCOA1 inh,NCOA3 inh,NOD2-RIPK2 inh,LRH-1 inv ag,ABHD5-PLIN5 inh,MC4R barr agon,SRC2 inh,COUP-TFII inh,MC4R antag cAMP,LMP1 NFkB inh
Cc1c(C(c2cc3c(cc2Br)OCO3)c2c(C)n(C)n(-c3ccccc3)c2=O)c(=O)n(-c2ccccc2)n1C,4.5,9.7,0.1,-3.9,27.0,-2.7,-1.9,-26.7,8.7,6.4,12.2
COC(=O)C1=C(C)N(Cc2ccccc2)C(=NCCc2c[nH]c3ccccc23)N[C@H]1c1cccc(F)c1,-5.8,-4.9,2.3,4.0,8.8,9.2,8.2*,-0.1,-13.6,1.0,-0.9
O=C(CNC(=O)c1ccc(Cl)cc1Cl)OCc1cn2cc(Br)ccc2n1,-15.6,-13.7,4.5,-3.9,5.8,0.1,-1.2,10.4,-2.2,14.1,-9.7
COc1cccc(C(=O)NC(=S)N2CCN(c3ccc(C(F)(F)F)cc3[N+](=O)[O-])CC2)c1,-2.1,-22.1,5.6,9.3,22.1,-7.7,-2.2,7.3,-18.3,0.6,4.0
CCOC(=O)c1c(-c2ccc(-c3ccccc3)cc2)csc1NC(=O)C1C2CCC(O2)C1C(=O)O (stereo unspecified),-8.1,-40.6,21.6,-11.1,6.9,34.3*,1.1,-14.7,-0.7,10.4,6.5
Cc1ccccc1CN1CCC(CNC(=O)Nc2ccc(F)cc2F)CC1,5.9,-7.3,-5.9,-12.7,13.5,-6.3,-0.3,4.1,10.2,5.6,x
Clc1ccc(-c2nc(-c3cc4cc(Cl)ccc4o3)cs2)cc1,x,-12.2,13.9,-10.8,-4.0,0.2,-0.6,-31.6,11.5,1.5,x

Bioassay records (PubChem)
